Tau fibril FP = blocks human tau fibril formation measured by polarization; P10636; K18 P301L tau heparin fibrillization, Alexa594 FP, 6 h; Potency, µM (titrated, usually from 57.7 µM), for the others: top-dose activity, negative = inhibition, most hits filed as inhibitors; 280,000 compounds, 0.39% hits; AID 1468; also: % is scaled to controls: 0 for no effect and ±100 for the full control effect; nearly all actives have a fitted effect of over 55% in size
Target sequence (P10636 561-689 P618L limits assumed): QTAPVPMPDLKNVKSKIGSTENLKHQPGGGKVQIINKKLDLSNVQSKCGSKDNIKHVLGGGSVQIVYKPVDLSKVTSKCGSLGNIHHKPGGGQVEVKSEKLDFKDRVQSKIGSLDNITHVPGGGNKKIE
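Quantitative HTS format: compounds meet 15 uM recombinant K18 P301L tau and Alexa 594-tau tracer in 100 mM sodium acetate pH 7; 20 uM heparin triggers fibrillization at 37 C over 6 hr; FP gives the signal.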
GAA glycogen mod = GAA glycogen-cleavage inhibition or activation; P10253; recombinant GAA, glycogen substrate, Amplex Red glucose oxidase fluorescence; Potency, µM (top dose mostly 76.4 µM), for the others: top-dose activity change, negative = inhibition, most hits filed as inhibitors; 300,000 compounds, 0.38% hits; AID 2100;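 also: 0% = full enzyme reaction and -100% = no-enzyme basal signal; the screen sought inhibitors and activators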
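Recombinant human alpha-glucosidase (4 nM final) hydrolysed bovine liver glycogen (30 ug) for 40 min at 37 C in pH 5.0 citrate/phosphate with 0.01% Tween-20. Released glucose detected by glucose oxidase/Amplex Red, Ex 573/Em 610 nm. Compounds up to 77 uM; AC50 from Hill fits.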
HTT cytoprotect = Huntington cell model cytoprotection by ATP luminescence. PC12 HTT-Q103 induced, cytoprotection, ATP luminescence, 40 h. Potency, µM (titrated, usually from 56.4 µM), without a hit: cytoprotection (ATP increase), hits mostly activators. 230,000 compounds, 0.14% hits;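 also: % of control where 0% means no effect; nearly all actives have a fitted effect of over 45% in size; toxic huntingtin expression switched on by the ecdysone agonist tebufenozide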
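PC12 cells stably carrying ecdysone-inducible Htt exon 1 (Q103)–GFP were induced with 100 nM tebufenozide (final) alongside library compounds in a dose series. Cytoprotection was scored as retained ATP by ATPlite luminescence.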
Tau fibril ThT = inhibitors of human tau fibril formation, thioflavin T binding. recombinant tau K18 P301L, heparin-induced fibrillization, ThT fluorescence. Potency, µM (highest dose often 57.4 µM), without a hit: top-dose activity, negative = inhibition, usual class: inhibitors. 270,000 compounds, 2.1% hits; also: % is scaled to controls: 0 for no effect and ±100 for the full control effect; nearly all actives have a fitted effect of over 55% in size
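Heparin-induced fibrillization of the P301L-mutant K18 repeat-domain fragment of human tau was followed by ThT binding in quantitative high-throughput format.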
GLA spleen mod = alpha-galactosidase A (human) modulation | P06280 | human spleen homogenate, 4MU-alpha-Gal fluorescence, 40 min | Potency, µM (series often up to 80 µM), for the others: at the highest dose activity change, negative = inhibition, most hits filed as inhibitors | 240,000 compounds, 0.008% hits | AID 2107;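 also: 0% = enzyme with vehicle and -100% = no enzyme basal signal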
Target sequence (P06280 32-429 limits assumed): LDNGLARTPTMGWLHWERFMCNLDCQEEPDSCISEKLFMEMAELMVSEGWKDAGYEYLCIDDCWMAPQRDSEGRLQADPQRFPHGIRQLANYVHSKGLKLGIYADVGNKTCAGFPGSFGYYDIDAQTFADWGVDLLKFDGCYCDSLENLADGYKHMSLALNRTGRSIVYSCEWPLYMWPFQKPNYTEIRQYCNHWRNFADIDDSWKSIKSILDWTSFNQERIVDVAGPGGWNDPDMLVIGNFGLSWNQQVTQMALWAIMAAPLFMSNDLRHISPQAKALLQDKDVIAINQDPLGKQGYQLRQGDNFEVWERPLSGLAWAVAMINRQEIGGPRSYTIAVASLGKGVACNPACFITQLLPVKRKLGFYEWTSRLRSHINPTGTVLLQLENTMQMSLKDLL
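Spleen homogenate 1 ug + cpd (titration) + 4-MU-alpha-D-galactopyranoside 1 mM; 37C 40 min; 50 mM citrate/phosphate pH 5.0, 0.01% Tween-20; stop pH 10; fluorescence 365/440; AC50 via Hill.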
GAA spleen mod = lysosomal alpha-glucosidase (human) modulation; P10253; human spleen homogenate, 4-MU-alpha-glucoside fluorescence; Potency, µM (doses to about 79.9 µM), inactives show top-dose activity change, negative = inhibition, actives largely listed as inhibitors; 240,000 compounds, 0.006% hits;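 also: 0% = enzyme with vehicle and -100% = no enzyme basal signal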
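AC50 values come from Hill-equation fits of concentration-response data, normalized to no-enzyme and full-activity controls. Enzyme source: 1 ug human spleen homogenate; 1 mM fluorogenic 4-MU glucoside, pH 5.0 citrate buffer, 37 C, 40 min.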
GAA inh = inhibitors of human lysosomal alpha-glucosidase; P10253; purified human GAA, 4-MU-alpha-glucoside fluorescence; Potency, µM (top dose mostly 76.9 µM), for the others: top-dose activity change, negative = inhibition, most hits filed as inhibitors; 200,000 compounds, 0.005% hits;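 also: plate controls were uninhibited enzyme wells for no effect and no-enzyme background for full effect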
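Enzyme (4 nM final) mixed with compound (up to 77 uM), then 4-MU-alpha-D-pyranoside (400 uM final) added; 20 min at room temperature, pH 5.0. Reaction stopped at pH 10, fluorescence read, AC50 derived by Hill fit.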
Tau fluor cs = counter-screen for tau fibril formation inhibitors. tau K18 P301L Alexa594 fluorescence, heparin fibrillization. Potency, µM (doses to about 57.7 µM), without a hit: top-dose activity change, negative = decrease. 280,000 compounds, 0.93% hits; also: % is scaled to controls: 0 for no effect and ±100 for the full control effect; nearly all actives have a fitted effect of over 55% in size
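Human tau K18 P301L (15 uM unlabeled, 0.24 uM Alexa 594-labeled) in 100 mM sodium acetate pH 7 with 20 uM heparin, 6 hr at 37 C. ThT 30 uM added, 1 hr ambient; Alexa 594 FP and total fluorescence read at 555/632 nm.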
Numbers without * were called inactive; ? = inconclusive; nt = no result given; & = joins results of further samples; [ ] = another dose, or the depositor's remark. Calls follow the shape of the dose curve; as a rule, active = well fitted curve in the direction sought with a large enough effect; inconclusive = small, poorly fitted or top-dose-only effect, or another doubt; inactive = no such curve, though single readings can be large; an effect the other way counts as inactive or inconclusive. Potency is read from the fitted curve at half-maximal effect. This is a random part of the collection; any-hit rate near 3.3%.

# | mol | Tau fibril FP | GAA glycogen mod | HTT cytoprotect | Tau fibril ThT | GLA spleen mod | GAA spleen mod | GAA inh | Tau fluor cs
1 | O=C1NC(=O)/C(=C\c2ccccc2OCc2cccc([N+](=O)[O-])c2)N1 | 10.8% | 1.4% | 19.7%[10 µM] | -3.9% | -0.6% | 0.6% | 2.3% | 4.0%
2 | Cc1cc(NC(=O)CCCC(=O)OCC(F)(F)C(F)F)cc(C)c1C(=O)O | -4.9% | 10.1% | -30.8% | -4.0% | -4.1% | -9.4% | 1.5% | 0.5%
3 | COc1ccc(-c2cc(=Nc3ccc(C(=O)O)cc3)c3cc(C)ccc3o2)cc1 | -7.1% | 0.8% | -91.4%[inhibitor] | ? | 3.3% | -1.0% | ? | -15.2%
4 | CCOc1cc(/C=N/Nc2nc3ccccc3[nH]2)cc(Br)c1OCC(=O)N(C)C | ? | ? | -34.5%[inhibitor] | ? | -7.3% | -7.8% | -6.1% | ?
5 | CN1CCCC(OC(=O)c2cc(Cl)ccc2Cl)C1 (stereo unspecified) | 6.7% | -4.6% | 0.8% | 0.2% | 9.5% | 1.3% | -3.3% | 10.9%
6 | CCOC(=O)N1CCN(C(=O)C2CCN(S(=O)(=O)c3ccc(Cl)cc3)CC2)CC1 | -2.3% | 4.1% | -2.1% | -13.6% | 7.6% | -1.1% | ? | -12.2%
7 | COC(=O)C(CCSC)NC(=O)CNC(=O)C1CCCCC1 (stereo unspecified) | -1.6% | -1.8% | -22.8% | -1.0% | 8.9% | 5.2% | 3.9% | 3.2%
8 | CCC(C)NC(=O)CCn1c(-c2ccc(F)cc2)cc(C(C)=O)c1C (stereo unspecified) | -10.4% | 1.6% | -43.7%[inhibitor] | -1.7% | 0.5% | nt | -3.9% | -3.7%
9 | CCCc1cc(-c2nc(N)ncc2-c2csc(C)n2)c(O)cc1OC | 14.5% | -21.0% | 17.2%[10 µM] | -5.3% | 4.5% | -6.3% | -3.7% | -19.4%
10 | NC(N)=N/N=C/c1cc([N+](=O)[O-])ccc1O | 0.5% | 0.5% | -3.4%[10 µM] | ? | 5.3% | -2.8% | ? | -9.0%
11 | CN(C)/C=C1\C(=O)NN=C1c1ccccc1 | 0.0% | 1.2% | 6.0% | -10.5% | 3.8% | -5.0% | 8.8% | -0.1%
12 | Nc1cc(S(=O)(=O)N2CCOCC2)ccc1Oc1ccc(F)cc1 | 2.4% | 2.4% | -23.2% | 0.6% | -0.6% | 1.4% | 5.8% | -8.6%
13 | N=C1/C(=C\c2ccc(OCc3ccccc3)cc2)C(=O)N=C2SC(N3CCCC3)=NN12 | -8.5% | -12.8% | 16.3%[10 µM] | 3.98µM* | 1.6% | -9.0% | nt | ?
14 | Cc1ccc(Oc2nc3c(C)cccn3c(=O)c2/C=C(\C#N)C(N)=O)cc1 | 4.3% | 2.1% | -12.8%[10 µM] | -4.0% | 1.2% | -5.3% | 11.7% | 4.0%
15 | COc1ccc(NC(=S)NC(=O)c2ccc(Br)o2)cc1 | 1.2% | 13.3% | -40.8%[inhibitor] | -5.3% | -1.0% | -4.8% | -4.5% | -11.8%
16 | COc1cc(OC)cc(N(C(=O)c2ccco2)C(C(=O)NC2CCCC2)c2ccc(N(C)C)cc2)c1 (stereo unspecified) | 6.2% | -14.3% | -2.3% | -17.1% | 6.0% | 3.0% | -4.3% | -3.5%
17 | COc1cccc(-c2nn(-c3ccccc3)cc2/C=C(/NC(=O)c2ccccc2)C(=O)O)c1 | -4.7% | 3.6% | 19.2%[10 µM] | -5.4% | -6.0% | 6.9% | nt | -4.4%
18 | CC(C)=CCCC1=CC[C@H](C(=O)O)[C@H](C(=O)O)C1 | -1.0% | nt | -21.2% | -4.9% | 0.6% | 0.5% | nt | -4.5%
19 | C=C1CC[C@H](O)C/C1=C/C=C1\CCC[C@]2(C)C([C@H](C)CC[C@@H](O)C(C)(C)O)CC[C@@H]12 (stereo partly specified) | -8.9% | nt | 18.3% | -6.8% | 0.2% | -1.9% | nt | -9.4%
20 | COC(=O)c1cnn(-c2nc(OC)cc(OC)n2)c1C | 0.6% | 13.2% | -26.5%[10 µM] | -0.5% | -11.9% | -2.9% | -20.3% | 6.4%
21 | O=C(O)c1nccnc1C(=O)Nc1ccc(S(=O)(=O)N2CCOCC2)cc1 | -6.9% | 3.3% | -10.2%[10 µM] | -6.1% | 1.6% | -1.6% | nt | -11.5%
22 | O=C(CSc1nnc2ccccn12)Nc1ccccc1C(=O)NC1CC1 | -8.1% | 10.0% | -15.3% | 12.4% | -1.7% | 0.3% | ? | 6.5%
23 | O=C(O)c1ccccc1C(=O)Nc1ccc(Br)c2cccnc12 | 4.1%&4.8% | 10.9% | 7.2% | 16.1%&-8.3% | -1.3% | -0.4% | 7.0% | 13.7%&-7.6%
24 | COC(=O)c1c(S(=O)(=O)NCc2ccccc2)sc(C(=O)O)c1C | -3.5% | 9.9% | 15.8% | 2.0% | -13.1% | -5.7% | -13.1% | -3.3%
25 | N=c1n(Cc2ccccc2)c2ccccc2n1CC(O)COc1ccc(Cl)cc1Cl (stereo unspecified) | -9.8% | -9.3% | 6.3%[10 µM] | 9.8% | 6.5% | -7.8% | ? | -6.4%

Reprinted from the results shown, 3 compounds:
# | mol | Tau fibril FP | GAA glycogen mod | HTT cytoprotect | Tau fibril ThT | GLA spleen mod | GAA spleen mod | GAA inh | Tau fluor cs
1 | O=C1NC(=O)/C(=C\c2ccccc2OCc2cccc([N+](=O)[O-])c2)N1 | 10.8% | 1.4% | 19.7%[10 µM] | -3.9% | -0.6% | 0.6% | 2.3% | 4.0%
2 | Cc1cc(NC(=O)CCCC(=O)OCC(F)(F)C(F)F)cc(C)c1C(=O)O | -4.9% | 10.1% | -30.8% | -4.0% | -4.1% | -9.4% | 1.5% | 0.5%
3 | COc1ccc(-c2cc(=Nc3ccc(C(=O)O)cc3)c3cc(C)ccc3o2)cc1 | -7.1% | 0.8% | -91.4%[inhibitor] | ? | 3.3% | -1.0% | ? | -15.2%

Remaining list, next part
# | mol | Tau fibril FP | GAA glycogen mod | HTT cytoprotect | Tau fibril ThT | GLA spleen mod | GAA spleen mod | GAA inh | Tau fluor cs
26 | CC(=O)c1ccc(NS(=O)(=O)c2c(C)cc(C)cc2C)cc1 | -5.9% | -9.4% | 19.7%[10 µM] | ? | 5.1% | 1.7% | nt | -9.4%
27 | Cn1cccc1-c1nc2ccc(NC(=O)c3ccccc3)cc2[nH]1 | 11.1% | -16.7% | -19.3% | ? | -18.0% | -8.4% | -4.9% | ?
28 | O=C(O)CSc1ncnc2sc(-c3ccccc3)cc12 | 0.2% | 3.4% | -67.9%[inhibitor] | 3.7% | 1.4% | 4.9% | 3.2% | 4.8%
29 | Cc1ccc(NS(=O)(=O)c2ccc3[nH]c4c(c3c2)CCCC4)c(C)c1 | 14.4% | 2.3%[76.3 µM] | nt | 3.9% | nt | nt | nt | ?
30 | CC12CCC(C(=O)NNc3ccc([N+](=O)[O-])cc3)(CC1=O)C2(C)C (stereo unspecified) | 2.6% | 0.8% | -3.8%[10 µM] | 2.8% | -0.3% | 1.5% | 4.6% | -0.7%
31 | CCC(C)NC(=O)C1=C(C)C(=O)OC12CCC(C)CC2 (stereo unspecified) | 2.8% | -1.0% | 6.6%[10 µM] | -9.8% | -11.8% | -8.6% | 8.7% | 1.2%
32 | O=C(CN1CCN(S(=O)(=O)c2ccccc2)CC1)Nc1ccc(Cl)c(Cl)c1 | -11.8% | -12.4% | -20.2% | -11.5% | 10.8% | -17.5% | ? | ?
33 | O=C1CCCN1CCCN=c1c([N+](=O)[O-])nn(-c2ccc(Cl)cc2)n1O | 4.3% | -19.1% | -17.4%[10 µM] | ? | -1.1% | 5.6% | 12.9% | -3.0%
34 | CCC(C)NC(=O)NCc1ccccc1F (stereo unspecified) | 2.5% | 21.0% | -7.1% | 1.8% | -4.3% | -1.4% | 12.5% | 3.2%
35 | Cc1nn(Cc2ccc(F)cc2)c(Cl)c1/C=N/NC(=O)c1ccccc1 | -15.2% | 7.6% | -26.3% | 3.8% | -2.2% | -14.1% | 2.5% | -4.4%
36 | CCC(=O)NCCCc1nc2ccccc2n1Cc1ccccc1F | 2.9% | 7.2% | nt | 0.3% | 5.2% | 4.3% | -9.3% | 0.1%
37 | Cc1cccc(NC(=S)N/N=C/c2cccn2Cc2ccc(F)cc2)c1 | 1.2% | -27.7% | 19.9% | -8.6% | 0.5% | -5.1% | ? | ?
38 | COC(=O)CSc1snnc1-c1ccc(Cl)cc1Cl | -0.4% | -9.2% | 4.8% | -13.8% | 4.3% | 6.4% | -4.9% | -18.3%
39 | O=C1c2ccccc2C(=O)c2c1oc(C(F)(F)F)c2C(=O)c1ccccc1 | -4.0% | 2.5% | -97.7%[inhibitor][10 µM] | ? | 1.5% | -3.6% | -8.4% | ?
40 | CCOC(=O)c1ccc(NC(=O)C2(c3ccccc3)CCCC2)cc1 | 1.0% | -8.9% | -4.3% | -7.4% | -7.1% | -8.7% | 7.1% | -12.9%
41 | COc1ccc(OC)c(C2=NNC(=NCc3ccc4c(c3)OCO4)SC2)c1 | -0.8% | -12.8% | -33.0%[10 µM] | ? | 5.5% | 1.0% | 8.5% | -17.6%
42 | COC(=O)[C@@H](NC(=O)O[C@@H]1C(=O)c2cc(OC)ccc2O[C@H]1c1ccc(OC)c(Br)c1)C(C)C | -3.0% | nt | -12.1% | -3.5% | 4.8% | -1.8% | nt | -6.0%
43 | CCOC(=O)c1c(C)[nH]c(C)c1C(=O)COC(=O)c1ccc(S(=O)(=O)N(CC)CC)cc1 | -1.9% | -8.3% | -17.0% | 1.0% | 5.5% | -1.5% | -2.4% | ?
44 | COC(=O)c1cc(=O)n(-c2ccccc2)c(=Nc2ccccc2)s1 | -13.2% | 1.2% | nt | ? | 1.8% | 0.4% | -12.2% | -13.0%
45 | COc1ccc(CNC(=O)CC2Sc3ccccc3NC2=O)cc1 (stereo unspecified) | 2.0% | 7.0% | -51.5%[inhibitor] | 6.2% | -5.5% | -2.2% | 0.1% | 3.4%
46 | CC1CCCCC1NC(=S)NC(=O)c1ccccc1Br (stereo unspecified) | -10.7% | 10.3% | 24.0%[10 µM] | -5.1% | -21.7% | -6.8% | -6.1% | -3.8%
